# MPTP inh: permeability transition pore inhibition; isolated mouse mitochondria, Ca2+ swelling absorbance, 30 min; inhibition, % at 10 µM; 360,000 compounds, 1.4% hits; AID 602449;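 active = inhibition of 50% or more, scaled per plate between neutral and stimulator controls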;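 note: 0% = DMSO wells given calcium and 100% = 1 mM EGTA wells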
# ATG4B inh: blocks human ATG4B protease cleavage of LC3 substrate. AID 504462. Q9Y4P1. ATG4B cleavage of LC3-PLA2, NBD-HPC fluorescence, 1 h. inhibition, % at 8.33 µM. 340,000 compounds, 0.51% hits; in the data active = inhibition above about 40%
# SENP7 block: SENP7 protease inhibition. Q9BQF6. AID 434973. 330,000 compounds, 1.5% hits. inhibition, % at 5 µM. recombinant SENP7, Z-RLRGG-aminoluciferin luminescence, 40 min;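 active = inhibition above about 50% at the single test dose, limit read from the data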;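 note: plate controls were DMSO with enzyme for no effect and no enzyme buffer wells for full effect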
# Target sequence (Q9BQF6 706-1050 limits assumed): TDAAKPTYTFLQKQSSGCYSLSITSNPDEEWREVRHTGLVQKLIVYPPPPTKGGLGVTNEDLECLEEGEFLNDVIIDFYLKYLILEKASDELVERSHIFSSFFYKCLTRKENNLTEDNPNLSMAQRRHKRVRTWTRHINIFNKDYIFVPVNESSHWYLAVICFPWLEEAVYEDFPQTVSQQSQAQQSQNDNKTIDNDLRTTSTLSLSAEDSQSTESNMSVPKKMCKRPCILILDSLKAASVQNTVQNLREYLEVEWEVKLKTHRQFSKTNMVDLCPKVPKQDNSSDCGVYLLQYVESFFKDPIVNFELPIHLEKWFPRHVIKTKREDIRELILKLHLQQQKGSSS
# SENP8 block: blocks human SENP8 cleavage of Nedd8 substrate; 360,000 compounds, 0.64% hits; Q96LD8; recombinant SENP8, Nedd8 substrate fluorescence; inhibition, % at 20 µM; in the data active = inhibition mostly above about 40%, no sharp cut-off; inactive = mostly below about 27%
# Target sequence (Q96LD8 whole entry, looked up): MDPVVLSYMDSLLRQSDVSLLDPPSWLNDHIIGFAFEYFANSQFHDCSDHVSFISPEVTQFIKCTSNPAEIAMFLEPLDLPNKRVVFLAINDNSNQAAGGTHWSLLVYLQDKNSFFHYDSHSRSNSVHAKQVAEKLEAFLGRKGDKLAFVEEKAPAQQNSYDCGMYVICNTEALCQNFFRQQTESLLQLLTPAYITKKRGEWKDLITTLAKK
# PfG6PD inh: PfG6PD (Plasmodium falciparum) enzyme inhibition; PfGluPho enzyme, NADPH resazurin-diaphorase fluorescence; inhibition, % at 20 µM; 350,000 compounds, 0.78% hits; AID 504690;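 active = inhibition reaching at least a set limit at 20 µM in the primary screen, cut at about 59% in these data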;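 note: 0% = DMSO wells with substrate and 100% = DMSO wells lacking glucose-6-phosphate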
# NR3A LBD binder: modulators (binders) of human NR3A ligand-binding domain; NR3A LBD differential scanning fluorimetry, Tm shift; 0% = protein alone, 100% = glycine-bound protein; Tm shift relative to glycine control, % at 25 µM; 340,000 compounds, 2.5% hits;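 active = melting temperature shift of at least 10% of the positive control shift, at one fixed dose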
# SENP6 block: blocks the human protease SENP6; Q9GZR1; Recombinant SENP6 catalytic domain, aminoluciferin luminescence; inhibition, % at 10 µM; 330,000 compounds, 1.8% hits;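 active = inhibition above about 50% at the single tested dose, limit read from the data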;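 note: plate controls were DMSO wells with enzyme for no effect and DMSO wells lacking enzyme for full effect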
# Target sequence (Q9GZR1 628-1112 limits assumed): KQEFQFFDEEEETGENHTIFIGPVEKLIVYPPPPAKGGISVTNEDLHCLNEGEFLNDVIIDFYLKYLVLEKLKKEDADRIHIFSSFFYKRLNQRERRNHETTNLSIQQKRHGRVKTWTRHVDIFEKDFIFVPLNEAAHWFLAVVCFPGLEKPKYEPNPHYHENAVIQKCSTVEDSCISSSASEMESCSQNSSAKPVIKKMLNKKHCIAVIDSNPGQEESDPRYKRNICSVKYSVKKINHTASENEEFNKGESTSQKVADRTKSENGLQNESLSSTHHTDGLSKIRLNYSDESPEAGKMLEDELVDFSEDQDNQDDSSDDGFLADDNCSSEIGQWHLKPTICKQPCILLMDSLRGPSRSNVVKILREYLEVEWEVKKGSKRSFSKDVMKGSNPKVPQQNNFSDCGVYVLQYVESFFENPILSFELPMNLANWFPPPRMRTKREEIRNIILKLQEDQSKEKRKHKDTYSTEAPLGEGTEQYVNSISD
# HKDC1 inh: inhibitors of human hexokinase HKDC1 | 340,000 compounds, 0.16% hits | inhibition, % at 20 µM | recombinant HKDC1, G6PDH/diaphorase resazurin coupled fluorescence | AID 493160;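 active = inhibition above about 35% when tested at 20 µM, limit read from the data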;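 note: plate controls were DMSO wells with enzyme for no effect and DMSO wells lacking enzyme for full effect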
#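 Test system: recombinant HKDC1 (HK5) hexokinase enzyme, produced in-house / Doses: 20 µM test compound, 1% DMSO / Timing: 90 min, room temperature / Detection: G6PDH/diaphorase-coupled fluorescence, 1 mM NADP, 100 µM resazurin, 525/613 nm / Control set: DMSO wells with and without enzyme mix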
# * = called active by the depositor; · = no result given.
# Values run as follows: MPTP inh, ATG4B inh, SENP7 block, SENP8 block, PfG6PD inh, NR3A LBD binder, SENP6 block, HKDC1 inh
Cc1ccc(NC(=O)CCN2C(=O)c3ccccc3C2=O)cc1C
→ -0.8, -7, -3, 14, -1, 0, 1, -1
COc1ccc2c(c1)c(C(=O)N/N=C/c1cccc(Br)c1)c(C)n2C
→ 0.8, -7, 4, -43, 115*, -10, 3, 9
NC(=O)c1c(NC(NC(=O)c2ccco2)(C(F)(F)F)C(F)(F)F)sc2c1CCCC2
→ -4.5, -10, 7, -126, 22, 1, -1, 9
Cc1cccc(NC(=O)C2CCCN(S(=O)(=O)c3ccc4c(c3)oc(=O)n4C)C2)c1 (centres undefined)
→ 0.4, -8, -4, 21, 12, 0, -26, -5
COCCNC(=S)N/N=C(\C)CCc1ccc2c(c1)OCO2
→ -0.8, -5, 1, 20, 10, 0, -20, 6
Cc1ccc(C(=O)OCC(=O)c2c(N)n(C)c(=O)n(C)c2=O)cc1S(=O)(=O)N1CCCCC1
→ 1.2, -12, -3, 6, -6, 10*, -21, -12
O=C(CSc1ncc(-c2ccccc2)[nH]1)Nc1ccccc1F
→ 3.0, -8, 5, 10, 21, 0, 21, 1
CCCCNC(=O)CCn1c(=O)c2ccccc2n(Cc2ccc(Cl)cc2)c1=O
→ -0.4, 1, 0, 12, -3, -3, -19, -1
CCC1=C(CC2NCCc3ccccc32)CC2c3cc(OC)c(OC)cc3CCN2C1 (centres undefined)
→ -1.4, 5, ·, -235, -6, -1, ·, -4
Cc1ccc(-c2nn3c(-c4ccco4)nnc3c3ccccc23)cc1S(=O)(=O)NCC1CCCO1 (centres undefined)
→ 3.8, -11, 2, -20, 53, -7, 3, 8
Cc1nnc(NC(=O)CSc2ccc3nnc(-c4ccccn4)n3n2)s1
→ 1.2, -10, 2, -47, -15, -1, -17, -6
COc1cc(CC(=O)O)ccc1O
→ -1.6, 6, 1, 17, -4, 1, -4, -5
O=S(=O)(NCCc1ccccn1)c1ccc(OC(F)(F)F)cc1
→ -0.4, 3, -4, 1, 4, -3, -9, -4
O=C(Nc1ccccc1Cl)O/N=C(/c1ccccc1)c1ccccn1
→ -0.5, -8, 11, 20, 3, 0, 5, -8
Cc1ccc2c(c1)N(CC(=O)NCCCN1CCOCC1)C(=O)C(C(C)C)O2 (centres undefined)
→ -1.5, -3, -6, 16, 1, -1, 8, -5
Cc1cccc(CN2CCC(C(N)=O)CC2)c1
→ 0.0, -6, -6, 4, -4, -1, -34, -15
COc1ccc(CNC(=O)CC(C)CC2=NS(=O)(=O)c3ccccc3N2)cc1 (centres undefined)
→ -1.4, -10, 0, 5, 13, 0, 3, -6
CC1(C)C([N+](=O)[O-])C(c2ccc(Cl)cc2)NC(c2ccc(Cl)cc2)C1[N+](=O)[O-] (centres undefined)
→ 11, -3, -7, 19, -7, 0, -10, 14
NC(=O)c1ccc(OCC(=O)N2CCNC2=O)cc1
→ -2.0, -2, 0, 2, 13, -3, -7, -1
CCN(CCNC(=O)C1CCCN(S(=O)(=O)c2cnc[nH]2)C1)c1ccccc1 (centres undefined)
→ 0.5, -1, 7, 5, -2, 3, 1, 8
NC(=O)[C@H]1CC2(CC(c3cccc(NC(=O)CC(c4ccccc4)c4ccccc4)c3)=NO2)CN1C(=O)C(c1ccccc1)c1ccccc1 (some centres undefined)
→ -1.8, -4, 1, 16, 8, 3, 0, -1
CCOC(=O)COc1cc(-n2c(=S)[nH]c3cc(OC)c(OC)cc3c2=O)c(Cl)cc1Cl
→ 4.7, -19, -1, 20, 10, 13*, -9, -2
CCCc1c(O)nc(SCC(=O)O)[nH]c1=O
→ -0.4, 1, 7, 8, -8, -2, 5, -1
O=C(NCCCN1CCOCC1)c1ccc(Sc2cccc(Cl)c2)c([N+](=O)[O-])c1
→ 2.6, -9, -11, 17, -6, 19*, -11, 14
CCOC(=O)N1CCN(C(=O)c2ccc(CS(=O)Cc3ccccc3Cl)o2)CC1 (centres undefined)
→ 2.4, -8, -7, 16, 4, 0, -10, -3
CCCN(CCC)CCCNC(=S)Nc1ccc2nc(N3CCCC3)cc(C)c2c1
→ 0.6, -11, -3, -342, 9, -3, 3, -11
CCOC(=O)c1cccc(NC(=O)CS(=O)(=O)Cc2nc(-c3cccc(OC)c3)oc2C)c1
→ 2.1, -12, 8, 2, 6, -9, 2, -6
CN(C(=O)c1cccc(C#N)c1)c1nnc(-c2ccccn2)s1
→ -0.1, -3, 8, -4, 0, 1, 1, 5
CNS(=O)(=O)c1ccc(NC(=O)c2csc(C)c2)cc1
→ 1.0, 10, 1, 11, 23, 2, 11, 5
O=C(CCS(=O)(=O)c1ccccc1)Nc1nnc(-c2ccco2)o1
→ 0.5, -5, -3, 0, 3, 1, -16, 5
COc1ccc(C(=O)NCC2CCCO2)cc1OC (centres undefined)
→ 1.2, 4, -3, 11, -18, 0, 15, -8
COc1ccc(CCn2c(NN=C3CCCC3)nc3c2c(=O)[nH]c(=O)n3C)cc1
→ 1.9, -1, 0, -30, 77*, 1, -12, 9
Cc1cccc(OCCC(=O)Nc2ccccc2C(N)=O)c1
→ -1.5, 2, -8, -29, -23, -1, -32, 4
COC(=O)[C@@H]1C[C@H]2CC[C@H](O)C[C@H]2N1Cc1ccc(C)s1
→ -0.4, 0, -9, -10, -9, -3, -7, 3
COc1ccc(-c2cn(/N=C/c3ccc(Cl)cc3Cl)c(N)n2)cc1
→ 0.1, 8, -15, -3, -4, -2, -15, -4
O=C(CC(=O)Nc1ccccc1[N+](=O)[O-])Nc1ccccc1[N+](=O)[O-]
→ 4.5, 11, 9, 18, -12, -3, -3, 0
CCc1ccccc1Oc1ccc(S(=O)(=O)N2CCN(C)CC2)cn1
→ -1.2, 1, -2, 6, -1, -1, -7, -3
CC(=O)NC(Cc1cc(C)ccc1C)C(=O)N1CCN(C(=O)c2ccc([N+](=O)[O-])cc2)CC1 (centres undefined)
→ 1.9, -4, 0, -9, -4, -1, 14, -4
O=C(NC1CC1)C(=O)c1c[nH]c2ccccc12
→ -0.3, -4, -4, 4, 3, 0, -15, -3
O=C(NC1CCCCC1)C1CCCN1C(=O)Nc1ccccc1 (centres undefined)
→ -3.5, -3, 5, 4, 0, 1, -12, -4
CCCCCCCN1C(N(C)C)=NC[C@@H]1Cc1ccccc1
→ 11, -8, 3, 16, 1, 0, -6, -3
COC(=O)CCCC[C@@H]1SC[C@@H](NC(=O)OC)[C@@H]1NC(=O)OC
→ -0.1, -3, -6, 4, -6, 0, -2, -1
CC(C)C(=O)Nc1cccc(NC(=S)NC(=O)c2ccc(Cl)cc2)c1
→ 17, 3, -15, 15, 5, -9, 5, 14
CCC(C)NCCC(=O)Nc1ccc(Cl)c(S(=O)(=O)Nc2ccc(Cl)cc2)c1 (centres undefined)
→ 1.2, -9, -2, 4, -8, -1, -13, -2
CCCCN(C(=O)Cn1nnc2ccccc21)C(C(=O)NCCOC)c1cccs1 (centres undefined)
→ 0.0, -9, 1, 13, 6, 0, -8, 2
Cc1ccc(S(=O)(=O)N(CC(=O)N2CCOCC2)CC(=O)N2CCOCC2)cc1
→ 0.6, -10, 9, 20, -9, 0, -9, -2
COC(=O)c1c(C)[nH]c(C(=O)/C=C/c2ccc(Cl)cc2)c1C
→ 102*, -10, -5, 8, 13, -4, -7, -4
COc1ccc(OC)c(NS(=O)(=O)c2ccc(NC(C)=O)cc2)c1
→ 1.7, 0, 4, 31, -2, -1, -5, -4
CN1CCCN(S(=O)(=O)c2ccccc2)CC1
→ 0.6, -6, -5, 5, -7, 2, -12, -1
CN1CCc2c(sc(NC(=O)Cc3ccc(F)cc3)c2C(N)=O)C1
→ 0.9, -4, -1, -75, -10, 0, 18, -4

# An excerpt from above, limited to HKDC1 inh and SENP8 block.
Compound,HKDC1 inh,SENP8 block
CN1CCc2c(sc(NC(=O)Cc3ccc(F)cc3)c2C(N)=O)C1,-4,-75
COC(=O)c1c(C)[nH]c(C(=O)/C=C/c2ccc(Cl)cc2)c1C,-4,8
CCCCN(C(=O)Cn1nnc2ccccc21)C(C(=O)NCCOC)c1cccs1 (centres undefined),2,13
CCCCCCCN1C(N(C)C)=NC[C@@H]1Cc1ccccc1,-3,16
COc1ccc(OC)c(NS(=O)(=O)c2ccc(NC(C)=O)cc2)c1,-4,31

# Carrying on:
# Values run as follows: MPTP inh, ATG4B inh, SENP7 block, SENP8 block, PfG6PD inh, NR3A LBD binder, SENP6 block, HKDC1 inh
O=C(c1ccc(OCC2CCCO2)cc1)N1CCc2ccccc2C1 (centres undefined)
→ 2.3, -6, -7, 19, 4, -2, -14, -5
CCOC(=O)COc1ccc(S(=O)(=O)Nc2ccc3c(c2)OCO3)cc1
→ -1.6, 6, 15, 5, 4, 14*, -15, -7
CCCCN1CC(O)=C(c2nc(-c3ccc(Cl)cc3)cs2)C1=N
→ 13, -7, 4, 2, -9, -1, 8, -1
Cc1cnc(C(=O)OCC(=O)N(C(C)C)C(C)C)cn1
→ -3.3, -6, 5, 14, 8, 0, -9, 5
Cc1nc(SCc2ccccc2C)n[nH]1
→ -1.2, -4, 1, 6, -4, 1, -11, -5
Cc1cc(=O)[nH]c(NN=C2C3CC4CC(C3)CC2C4)n1
→ -1.2, -1, 3, 19, -10, -1, 9, -3
O=C(C1CCN(S(=O)(=O)c2ccc(Br)s2)CC1)N1CCN(C2CCCCC2)CC1
→ -1.8, -8, 6, 17, 4, 1, 9, -8
O=C(O)CC(c1ccccc1)n1cccc1 (centres undefined)
→ 4.8, -8, -8, 25, 10, 2, -6, 2
COc1ccc(N(CC(=O)NCc2cccs2)S(=O)(=O)c2cccc(C)c2)cc1
→ -2.8, -2, 3, 12, -3, 1, -6, 2
O=C1C(Cc2c[nH]c3ccccc23)NC(=S)N1C1CCCCC1 (centres undefined)
→ 0.0, 1, -6, -2, 3, -3, -23, -7
O=C1CN(C(=O)c2ccccc2Br)C(c2ccc(F)cc2)c2cc(F)ccc2N1 (centres undefined)
→ 0.4, -3, -6, 6, -19, -1, -11, 4
Cc1ccsc1C(=O)OCC(=O)c1cc(C)n(CC2CCCO2)c1C (centres undefined)
→ 0.6, -11, 94*, 19, 10, -3, 98*, 2
COc1cc(/C=C2\SC(=Nc3ccccc3)N(CCc3c[nH]c4ccccc34)C2=O)ccc1OC(C)C(=O)O (centres undefined)
→ 3.7, 46*, 0, 17, -21, -1, 7, 3
Fc1ccccc1NC(=S)N(CCCN1CCOCC1)Cc1cccnc1
→ -0.4, -2, -8, 15, -1, 0, -27, -3
COc1ccc(/C(O)=C(\C#N)c2nc3ccccc3n2C)cc1OC
→ 0.3, 3, 10, 18, -2, 0, 14, -10
COc1cc2cc(C(=O)O)[nH]c2c(OC)c1OC
→ 0.7, -7, 6, -93, -21, -4, 1, -7
CC1(c2ccccc2)NC(=O)N(CC(=O)Nc2cc(S(=O)(=O)N3CCOCC3)ccc2Cl)C1=O (centres undefined)
→ 3.6, -11, -3, 7, -3, -1, -13, -1
CCOc1ccccc1NC(=O)COc1ccc(S(=O)(=O)N2CCCC2)cc1
→ -2.3, -7, -16, 8, -4, 0, -14, 4
O=C(CN(C(=O)CNC(=O)c1cccs1)c1cccc(F)c1)NC1CCCC1
→ 0.3, 3, 0, -1, -16, 0, -10, -1
COc1cc(C(=O)NCc2cc3ccccc3n2C)cc(OC)c1OC
→ 2.8, -12, -8, 12, 5, 0, 4, -3
CN(C(=O)COc1cccc(Br)c1)C1CCS(=O)(=O)C1 (centres undefined)
→ -1.0, -1, -2, 4, -4, 1, -5, -10
O=C(Nc1cccnc1Cl)c1cc(-c2cccc(Cl)c2)on1
→ 0.2, -4, 0, 22, -1, -2, -44, -4
O=C1CSC(c2ccc([N+](=O)[O-])cc2)N1c1ccc(O)cc1 (centres undefined)
→ 1.3, 9, 5, 14, -12, 0, 0, 1
CCOC(=O)C(=O)Nc1ccc2c(c1)OCO2
→ -0.2, -5, -9, 12, 3, 1, -4, 7
COc1ccccc1N(CC(=O)N(c1ccccc1)C(C)C)S(=O)(=O)c1cccs1
→ -1.1, -9, 7, 13, 4, -2, 4, 2
COc1ccc(CNC(=O)CCCNS(=O)(=O)c2cccc3nonc23)cc1
→ 0.7, -10, 2, 10, 8, 3, -10, -1
O=C(COc1ccc(Cl)cc1Br)Nc1ccccc1N1CCCC1
→ 5.6, 11, 3, 11, 6, -4, -4, 7
